# 14-3-3g Raf: modulators of 14-3-3 gamma protein binding, primary screen, biochemical, fluorescence polarization. inhibition, % at 40 µM. 0.19% of 160,000 active. 14-3-3 protein gamma (Homo sapiens), P61981. FP, 14-3-3gamma / TMR-pS259-Raf peptide binding. AID 422, 2006; in the data active = inhibition above about 30%;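 note: 0% = protein plus tracer without compound and 100% = blank with tracer alone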
# Target sequence (P61981 whole entry, looked up): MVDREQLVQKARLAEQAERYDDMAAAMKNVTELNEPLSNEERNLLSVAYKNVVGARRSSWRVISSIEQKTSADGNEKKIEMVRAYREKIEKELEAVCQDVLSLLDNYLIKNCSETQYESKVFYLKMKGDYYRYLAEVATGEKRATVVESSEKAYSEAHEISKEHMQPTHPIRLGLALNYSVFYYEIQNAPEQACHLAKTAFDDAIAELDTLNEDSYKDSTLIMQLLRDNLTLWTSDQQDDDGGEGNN
# Numbers without * were called inactive.
smiles	14-3-3g Raf
COc1ccccc1NC(=O)c1cc2ccc(O)cc2o/c1=N\O	-5
Cc1ccccc1S(=O)(=O)Cc1ccc(C(=O)NCCCOC(C)C)o1	0
CCSc1sc(CC)cc1C1C(C(=O)Nc2cc(C)ccn2)=C(C)NC2=C1C(=O)CC(C)(C)C2 (stereo unspecified)	-1
O=c1oc2ccc(Cl)cc2cc1-c1csc(Nc2ccccc2)n1	-8
COc1ccc(-n2c(=S)[nH]c3cc(C(=O)NCCCN4CCOCC4)ccc3c2=O)cc1OC	-17
CNS(=O)(=O)c1cc(S(=O)(=O)NC)c2cccc3c2c1NC3=O	-5
COCCCNC(=O)Cn1nc(-c2ccccc2)ccc1=O	3
COC(=O)c1c(NC(=O)COc2cc(C)c(Cl)c(C)c2)sc2c1CCCC2	2
COC(=O)C(NC(C)=O)(Nc1ccccc1)C(=O)OC	-6
Nc1ccc(C(=O)Nc2ccc(S(=O)(=O)c3ccc(NC(=O)c4ccc(N)cc4)cc3)cc2)cc1	2
O=C(Nc1cc(C(=O)N2CCCCCC2)ccc1N1CC2CC(C1)c1cccc(=O)n1C2)c1ccccc1Br (stereo unspecified)	4
Cc1ccccc1NC(=O)C1CCN(c2cnccn2)CC1	-2
CCOc1ccc(NC(C)=O)c(N)c1	-6
O=C(CSc1ncnc2c1c(-c1ccccc1)cn2-c1cccc(F)c1)OCc1ccccc1	-1
CCc1ccc(OCC(=O)Nc2ccc(N(C)C)cc2)c(Br)c1	-12
O=C1C(=O)N(CCO)C(c2ccccc2)/C1=C(\O)c1ccccc1 (stereo unspecified)	6
O=c1cc(-c2ccccc2)nc(N2CCN(Cc3ccc4c(c3)OCO4)CC2)[nH]1	-7
COc1cc2nc(SCc3ccc(C)cc3)n3nc(C)nc3c2cc1OC	-7
COc1ccc(-c2nc(-c3cccs3)c(-c3cccs3)[nH]2)c(OC)c1C	-27
COC(=O)C1=C(N)OC2=C(C(=O)CC(c3ccccc3)C2)C1c1cc([N+](=O)[O-])ccc1Cl (stereo unspecified)	0
CCOC(=O)C1=C(C)NC(=O)N(C(C)=O)C1c1ccccc1Cl (stereo unspecified)	-4
CCCn1c(C(C)NC(=O)c2cccc(C)c2)nc2ccccc21 (stereo unspecified)	0
COc1ccc(CCNC(=O)C2c3ccccc3C(=O)N2C2CCCC2)cc1OC (stereo unspecified)	-2
Cc1c(Cl)c(-c2n[nH]c(=S)n2CC(C)C)nn1C	-5
CCc1ccc(NC(=O)c2cc3ccccc3o2)cc1	-7
CC(=O)N1CCc2cc(Br)cc(S(=O)(=O)CCC(=O)NCCc3ccc(Cl)cc3)c21	-9
COC(=O)c1ccccc1NC(=O)C1CC(=O)N(C2CCCCC2)C1 (stereo unspecified)	1
O=C1CC(c2ccncc2)c2cc3c(cc2N1)OCCO3 (stereo unspecified)	8
CCOC(=O)c1c(C)n(C)c2c1cc(OC(=O)C(C)C)c1ccccc12	3
CCN(CC)S(=O)(=O)c1ccc2oc(C(=O)NC3CC3)c(C)c2c1	-11
CN(C)c1ccc(-c2nnc(SCc3ccccc3)o2)cc1	-4
CCC(C)(C)C1CCC2(CC1)SCC(=O)N2c1ccc(Br)cc1 (stereo unspecified)	-4
CCOC(=O)c1c(NC(=O)c2ccccc2OCC)sc2c1CCCC2	0
Cc1c(-c2ccccc2)sc(N)c1C(=O)N1CCOCC1	-10
CCn1c2ccccc2c2cc(NC(=O)CCc3nc(-c4ccc(C)cc4)no3)ccc21	-10
COC(=O)CN(n1cnnc1)S(=O)(=O)c1ccccc1	1
COc1ccc(C2CC(=O)C=C(Nc3ccc(OC)c(OC)c3)C2)cc1 (stereo unspecified)	-11
CCOC(=O)C1=CN(C)C=C(C(=O)OCC)C1c1ccc(OC)c(Br)c1	-8
CCN1CCN(CC(=O)N2CCCc3c2c(=O)oc2ccc(O)cc32)CC1	-1
CCOC(=O)c1ccc(N2C(=N)SCC2=O)cc1	-35
O=C(Nc1ccc(NC(=O)c2cccs2)cc1)c1ccco1	-1
CCOc1ccc(C2C3=C(CCCC3=O)Nc3c2c(=O)n(C)c(=O)n3C)cc1OC (stereo unspecified)	-12
CCOC(=O)CC1(CC(=O)OCC)NC(=O)c2c(C)sc(C(=O)OCC)c2N1	-10
O=C(CSc1ncccc1C(=O)NCc1cccnc1)Nc1cccc(C(F)(F)F)c1	4
Cc1ccn2c(NC3CCCCC3)c(-c3ccncc3)nc2c1	-7
CC(C)(C)c1cnnn1-c1ccc([N+](=O)[O-])cc1	-2
COc1ccc(-c2nc(N3CCN(c4ccc(F)cc4)CC3)c3ccccc3n2)cc1OC	-5
CCc1cc2c(C)cc(=O)oc2c(CN(C(C)C)C(C)C)c1O	-6
O=C(CN1C(=O)C2C3C=CC(CC3)C2C1=O)Nc1nccs1 (stereo unspecified)	-10
CCS(=O)(=O)c1c(S(=O)(=O)CC)c2ccc(C(N)=O)cn2c1C(=O)OC	0
O=C1C=C(C=Cc2cccs2)CC(c2cccs2)C1n1nnc2ccccc21 (stereo unspecified)	-117
C=CCC(NCc1ccccc1)c1ccco1 (stereo unspecified)	-2
c1ccc2c(c1)cc(-c1nc3ccccc3[nH]1)c1nc3ccccc3n12	-7
Cc1ccc(CCNC(=O)c2ccc3c(=O)[nH]c4c(C(=O)NC5CCCC5)sc(=S)n4c3c2)cc1	-25
CCCCC(CC)Cn1c(N)c(C#N)c2nc3ccccc3nc21 (stereo unspecified)	-3
CCCCCOC(=O)C1=C(C)NC2=C(C(=O)CC(C)(C)C2)C1c1ccccc1I (stereo unspecified)	1
CCOC(=O)N1CCC(Nc2ncnc3c2cnn3-c2ccc(C)cc2C)CC1	-3

# Bioassay records (PubChem)

# Not all compounds are listed (hit frequency here may not be typical).
